# POLK inh = blocks human DNA polymerase kappa activity. purified Pol kappa, fluorescent DNA synthesis assay, 10 min. hit rate 0.53% among 400,000. Potency, µM (titrated, usually from 107 µM), for inactives: top-dose activity, negative = inhibition, actives largely listed as inhibitors. Q9UBT6; also: % is scaled to controls: 0 for no effect and ±100 for the full control effect
#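 Pol kappa 10 nM + cpd, 15 min RT; start w/ substrate 50 nM final; fluorescence kinetic read, 0 and 10 min. Neg ctrl: buffer, no enzyme.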
# APEX1 inh = inhibitors of human APE1 endonuclease | P27695 | recombinant APE1, TAMRA/BHQ-2 abasic DNA cleavage fluorescence | Potency, µM (doses to about 65.8 µM), inactives show top-dose activity change, negative = inhibition, most hits filed as inhibitors | hit rate 0.35% among 350,000;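 also: plate controls were vehicle for no effect and reference inhibitor for full effect; nearly all actives have a fitted effect of over 55% in size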
#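 APE1 at 0.75 nM final was preincubated with compound 15 min at room temperature, then 50 nM double-stranded THF abasic-site substrate (5'-TAMRA/3'-BHQ-2) was added. Fluorescence (ex 525/em 598 nm) was read kinetically; third-minus-first read gave activity.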
# Pol iota inh = blocks human DNA polymerase iota activity; Q9UNA4; Pol iota fluorescent replication assay, 10 min; Potency, µM (titrated, usually from 115 µM), without a hit: top-dose activity, negative = inhibition, most hits filed as inhibitors; hit rate 1% among 390,000; AID 588590
#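 Fluorescent replication assay read twice, at 0 min and 10 min after adding 50 nM (final) substrate. Enzyme (10 nM) and compounds were first incubated 15 min at room temperature; enzyme-free buffer wells were negative controls.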
# G9a block = G9a (human) methyltransferase inhibition. Q96KQ7. G9a H3K9 monomethylation, AlphaScreen, 2 h. Potency, µM (highest dose often 102 µM), for inactives: top-dose activity, negative = inhibition, hits mostly inhibitors. hit rate 8.8% among 350,000; also: % is scaled to controls: 0 for no effect and ±100 for the full control effect; nearly all actives have a fitted effect of over 75% in size
#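 Readings reflect AlphaScreen signal from monomethyl-H3K9 antibody detection. HMT at 20 nM; substrate b-H3K9 500 nM; cofactor SAM 20 uM; 2 h RT reaction; compounds tested as titrations in qHTS with 15 min preincubation.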
# POLB inh = inhibitors of human DNA polymerase beta | P06746 | Potency, µM (top dose mostly 114 µM), without a hit: at the top dose activity change, negative = inhibition, usual class: inhibitors | Pol beta primer extension/strand displacement, fluorescence kinetic | hit rate 1.3% among 340,000; also: % is scaled to controls: 0 for no effect and ±100 for the full control effect
#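 Enzyme-only controls used 10 nM Pol beta; buffer lacking enzyme served as negative control. Compound preincubated 15 min, then 50 nM substrate added; 0 and 10 min reads at room temperature.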
# BLM helicase inh = blocks DNA unwinding by human BLM helicase; recombinant BLM DNA unwinding, fluorescence dequenching; Potency, µM (doses to about 56.1 µM), for inactives: at the top dose activity change, negative = inhibition, usual class: inhibitors; hit rate 0.2% among 350,000; AID 2528;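 also: plate controls were vehicle for no effect and no enzyme for full effect; nearly all actives have a fitted effect of over 35% in size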
# Target sequence (P54132 whole entry, looked up): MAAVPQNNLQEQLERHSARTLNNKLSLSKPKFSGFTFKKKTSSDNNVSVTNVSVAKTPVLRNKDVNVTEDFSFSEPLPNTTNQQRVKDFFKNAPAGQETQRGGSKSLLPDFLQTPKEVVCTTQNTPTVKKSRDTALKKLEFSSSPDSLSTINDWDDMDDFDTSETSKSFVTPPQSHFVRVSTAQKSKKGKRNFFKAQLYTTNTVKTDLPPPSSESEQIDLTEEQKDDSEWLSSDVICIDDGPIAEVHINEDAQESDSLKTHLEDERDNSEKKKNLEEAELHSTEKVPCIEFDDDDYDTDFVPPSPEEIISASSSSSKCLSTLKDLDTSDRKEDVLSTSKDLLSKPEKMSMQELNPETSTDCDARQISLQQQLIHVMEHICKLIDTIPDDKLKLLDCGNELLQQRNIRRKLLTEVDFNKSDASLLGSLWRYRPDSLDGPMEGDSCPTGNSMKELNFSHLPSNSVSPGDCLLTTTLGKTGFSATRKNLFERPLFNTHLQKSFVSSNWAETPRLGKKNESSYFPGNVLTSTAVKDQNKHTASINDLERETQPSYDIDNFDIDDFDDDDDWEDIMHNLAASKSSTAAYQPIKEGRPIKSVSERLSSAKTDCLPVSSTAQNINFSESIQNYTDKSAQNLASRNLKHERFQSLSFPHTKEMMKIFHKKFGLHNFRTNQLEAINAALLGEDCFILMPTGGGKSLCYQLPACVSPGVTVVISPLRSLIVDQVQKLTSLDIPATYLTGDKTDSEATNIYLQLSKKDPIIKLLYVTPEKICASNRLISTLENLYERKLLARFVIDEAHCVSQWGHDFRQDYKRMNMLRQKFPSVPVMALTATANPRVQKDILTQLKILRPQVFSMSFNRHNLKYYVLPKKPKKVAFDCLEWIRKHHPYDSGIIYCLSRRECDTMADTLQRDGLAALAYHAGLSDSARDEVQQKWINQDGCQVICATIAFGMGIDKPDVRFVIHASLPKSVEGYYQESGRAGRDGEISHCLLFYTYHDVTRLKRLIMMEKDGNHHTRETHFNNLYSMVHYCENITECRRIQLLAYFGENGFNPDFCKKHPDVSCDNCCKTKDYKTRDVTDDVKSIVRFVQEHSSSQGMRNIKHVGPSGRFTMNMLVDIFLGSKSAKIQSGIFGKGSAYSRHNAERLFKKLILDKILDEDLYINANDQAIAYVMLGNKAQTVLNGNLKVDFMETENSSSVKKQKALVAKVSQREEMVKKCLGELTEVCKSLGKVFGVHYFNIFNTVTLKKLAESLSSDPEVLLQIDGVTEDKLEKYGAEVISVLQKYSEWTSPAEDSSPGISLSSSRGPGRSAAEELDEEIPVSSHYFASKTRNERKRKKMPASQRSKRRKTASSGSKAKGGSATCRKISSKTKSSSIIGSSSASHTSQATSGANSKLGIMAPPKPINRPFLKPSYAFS
# JMJD2A Tudor inh = inhibitors of human JMJD2A Tudor domain. O75164. AlphaScreen JMJD2A-Tudor / H3K4me3 peptide binding. Potency, µM (highest dose often 114 µM), without a hit: at the top dose activity change, negative = inhibition, hits mostly inhibitors. hit rate 4.4% among 390,000. AID 504339; also: % is scaled to controls: 0 for no effect and ±100 for the full control effect; nearly all actives have a fitted effect of over 50% in size
# BAZ2B inh = inhibitors of human BAZ2B bromodomain; Potency, µM (doses to about 114 µM), for the others: at the top dose activity change, negative = inhibition, usual class: inhibitors; hit rate 4.4% among 360,000; AlphaScreen BAZ2B-H3K14Ac peptide displacement; also: % is scaled to controls: 0 for no effect and ±100 for the full control effect; nearly all actives have a fitted effect of over 60% in size
#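 BAZ2B (50 nM) with biotin-H3(5-23)K14Ac peptide (50 nM) in PBS pH 7.4, 0.01% Tween-20, preformed 30 min, then compound 30 min at room temperature; top concentration 110uM. AlphaScreen streptavidin donor/nickel chelate acceptor beads (10 ug/mL final), 20 min dark, signal read.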
# POLH inh = blocks human DNA polymerase eta activity | AID 588591 | Q9Y253 | recombinant Pol eta, fluorescent DNA replication assay | Potency, µM (top dose mostly 114 µM), for the others: at the highest dose activity change, negative = inhibition, most hits filed as inhibitors | hit rate 1.2% among 390,000; also: % is scaled to controls: 0 for no effect and ±100 for the full control effect
#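 Pol eta (10 nM) was preincubated with compounds for 15 min at room temperature, after which fluorescent replication substrate (50 nM final) was added to start the reaction. Fluorescence was read kinetically at 0 and 10 min.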
# * hit, by the source's call; ? = inconclusive; nt = not tested or not shown; & = joins results of further samples; ! = a repeat was not active; [ ] = dose if it differs, or a comment. Calls follow the shape of the dose curve; as a rule, active = well fitted curve in the direction sought with a large enough effect; inconclusive = small, poorly fitted or top-dose-only effect, or another doubt; inactive = no such curve, though single readings can be large; an effect the other way counts as inactive or inconclusive. Potency is read from the fitted curve at half-maximal effect.
APEX1 inh	BAZ2B inh	POLB inh	POLK inh	Pol iota inh	G9a block	BLM helicase inh	POLH inh	JMJD2A Tudor inh	SMILES
-3%	5%	?	-11%	8%	45µM*	-1%	-7%	-3%	CCOC(=O)C1=C(c2ccccc2)OC(N)=C(C#N)C1c1ccco1 (stereo unspecified)
36%	-2%	22%	2%	17%	-4%	3%	-13%	0%	Cc1ccc(S(=O)Cc2ccc(C(=O)N3CCN(C(=O)c4ccco4)CC3)o2)cc1 (stereo unspecified)
2%	-2%	84%	-13%	8%	16%[12.7 µM]	-1%	-3%	-5%	CC(CC(=O)N1CCN(c2ccc(C(F)(F)F)cn2)CC1)n1ccnc1 (stereo unspecified)
-6%	-1%	-14%	6%	12%	8%[59 µM]	2%	-6%	0%	Cc1ccc(-n2nnc3c(=O)n(CC(=O)N4CCOCC4)cnc32)cc1
-23%	2%	20%	-9%	-1%	-5%	0%	3%	-25%	Cc1coc2c1c(C)cc1oc(=O)c(CC(=O)NCCC(=O)O)c(C)c12
14%	6%	25%	-8%	9%	-21%[59 µM]	-1%	0%	-35%	CN1CC(=O)NC1=NC(=O)c1ccc(Cl)c(S(=O)(=O)N2CCCCCC2)c1
6%	2%	34%	0%	?	?	-2%	2%	-10%	Cc1cccc(CSc2nnc(-c3ccco3)n2C)c1
1%	-20%	10%	-21%	44%[activator]	56µM*	-4%	-14%	-20%	O=C1C(=O)N(c2ccc(O)cc2)C(c2ccccc2[N+](=O)[O-])/C1=C(\O)c1ccccc1 (stereo unspecified)
8%	50µM*	16%	3%	-15%	-50%[12.7 µM]	-6%	-15%	4µM*	Fc1ccccc1CN1CCCCCCC1
0%	-23%	-1%	-2%	16%	?	1%	-23%	-8%[11.4 µM]	Cc1nnc(SCC(=O)Nc2ccc(N3CCOCC3)cc2)n1-c1ccccc1
5%	-3%	3%	-18%	24%	nt	-1%	-9%	-3%	O=C1Nc2ccccc2C(=O)N2[C@H](c3ccc(F)cc3)[C@@H]3C(=O)N(Cc4ccccc4)C(=O)[C@@H]3[C@H]12
2%	-2%	3%	-8%	-1%	2%	-3%	-1%	-9%	CC(C)CNS(=O)(=O)c1ccc(CCC(=O)N2CCCC2)cc1
16%	12%	nt	-7%	20%	-2%	nt	4%	-10%	Cc1cc(F)ccc1NC(=O)C1CSC2(C)CCC(=O)N12 (stereo unspecified)
0%	?	-6%	-10%	18%	?	-6%	-4%	?	Oc1[nH]c2ccccc2c1N=NC(=S)NCCc1ccccc1
14%	-8%	12%	3%	-14%	13%	-2%	-7%	-5%	Cc1nc(N)c(Br)c(C)c1Br
-5%	-35%	0%	-9%	12%	45µM*	-12%	-22%	?	COC(=O)c1[nH]c2ccccc2c1NC(=O)CN1CCCc2ccccc21
15%	-15%	0%	-9%	13%	2%	0%	-5%	-16%	CCc1nn(CC(=O)N2CCC(C)CC2)c(=O)c2cccn12
-5%	nt	nt	5%&1%	34%&-4%	nt	-2%	-16%	31%&32%	O=C(NCC1CC1)[C@]1(C(F)(F)F)C[C@H](CCC2CCCCC2)CCCO1
7%	6%	nt	0%	-7%	?	nt	3%	-23%	CN(C)C(CNC(=O)CSc1nc2sc3c(c2c(=O)n1C)CCCC3)c1ccccc1 (stereo unspecified)
2%	?	-1%	-1%	50%[activator]	?	-7%	-20%	?	COc1ccc(N2CCN(C(=O)CCSCc3ccccc3F)CC2)cc1
-5%	-26%	-1%	-4%	14%	66%[activator][59 µM]	1%	-11%	-12%	Cc1nn2c(NCCOCCO)c3c(nc2c1-c1ccccc1)CCCC3
16%	2%	42%	1%	24%	16%[59 µM]	-10%	-23%	-7%	O=C(Nc1ccccc1F)c1cc2nc(C(F)F)cc(C(F)F)n2n1
?	0%	-2%	-20%	4%	-3%[59 µM]	1%	6%	-4%	CCCn1c(N2CCN(C)CC2)nc2c1c(=O)[nH]c(=O)n2C
-13%	nt	nt	-19%	-24%	nt	nt	-15%	-29%	O=C(CC1C[C@H](C(=O)N2CCOCC2)[C@@]2(CCC3CCCC3)c3[nH]c4ccccc4c3CCN2C1=O)NCCc1ccccn1 (stereo partly specified)
30%	1%	-22%	4%	33%[activator]	8%	0%	-21%	1%	O=C1COc2cc(S(=O)(=O)CCC(=O)N3CCCCC3)c(Cl)cc2N1
11%	-6%	-2%	-4%	-14%	11%[59 µM]	-5%	-9%	-15%	Cc1nc(NCCc2ccc(O)cc2)c2nnn(Cc3ccccc3)c2n1
-5%	19%	-6%	-5%	34%[activator]	-38%[12.7 µM]	0%	-7%	18%	CC(CC(=O)c1cccs1)CC(=O)c1cccs1
1%	-1%	0%	3%	21%	7%[12.7 µM]	1%	8%	2%	Nc1nnc(SCc2ccccc2F)n1-c1ccccc1
-7%	-1%	2%	-6%	11%	-40%[59 µM]	-5%	6%	-17%	Cc1nc2sc(C(c3ccccc3)N3CCN(c4ccccc4F)CC3)c(O)n2n1 (stereo unspecified)
-7%	-17%	-16%	-11%	10%	-20%	-1%	?	-18%	COc1ccc(CC(=O)Nc2ccc(OC(C)=O)cc2C(=O)O)cc1

# Retrieved by structure from above:
APEX1 inh	BAZ2B inh	POLB inh	POLK inh	Pol iota inh	G9a block	BLM helicase inh	POLH inh	JMJD2A Tudor inh	SMILES
5%	-3%	3%	-18%	24%	nt	-1%	-9%	-3%	O=C1Nc2ccccc2C(=O)N2[C@H](c3ccc(F)cc3)[C@@H]3C(=O)N(Cc4ccccc4)C(=O)[C@@H]3[C@H]12
14%	6%	25%	-8%	9%	-21%[59 µM]	-1%	0%	-35%	CN1CC(=O)NC1=NC(=O)c1ccc(Cl)c(S(=O)(=O)N2CCCCCC2)c1
30%	1%	-22%	4%	33%[activator]	8%	0%	-21%	1%	O=C1COc2cc(S(=O)(=O)CCC(=O)N3CCCCC3)c(Cl)cc2N1
1%	-20%	10%	-21%	44%[activator]	56µM*	-4%	-14%	-20%	O=C1C(=O)N(c2ccc(O)cc2)C(c2ccccc2[N+](=O)[O-])/C1=C(\O)c1ccccc1 (stereo unspecified)

# Next part.
APEX1 inh	BAZ2B inh	POLB inh	POLK inh	Pol iota inh	G9a block	BLM helicase inh	POLH inh	JMJD2A Tudor inh	SMILES
3%	-11%	18%	?	?	-2%[59 µM]	-8%	-12%	-12%[57.1 µM]	Cc1ccc(NC(=O)CCCN2C(=O)/C(=C/C=C/c3ccccc3)SC2=S)cc1
1%	nt	nt	4%	5%	nt	-8%	nt	-17%	COc1ccc(-c2ccc(C)cc2)cc1C1C2C=CCC(C)C2C(=O)N1Cc1ccccc1 (stereo unspecified)
12%	0%&7%	-2%&1%	-10%	24%&11%	79µM*!	3%&5%	-22%&-14%	-6%&3%	CCOC(=O)C1CCN(S(=O)(=O)c2ccc3c(c2)N(C)C(=O)CC(=O)N3C)CC1
41%	1%	1%	0%	-4%	29%	-6%	-22%	-11%	Cc1cc(=O)oc2c(C)c(OCC(=O)NCCCN3CCCC3=O)ccc12
9%	-1%	37%	-17%	?	3%	-1%	-4%	-21%	CCC(CC)C(=O)Nc1nnc(S(=O)(=O)Nc2ccc(OC)cc2)s1
1%	2%	10%	0%	6%	-32%[59 µM]	-1%	?	-7%	CCC1CCCCN1Cc1ccc(CNS(=O)(=O)c2ccc3c(c2)oc(=O)n3C)o1 (stereo unspecified)
nt	nt	nt	-3%	7%	nt	nt	-7%	3%	CCOC(=O)c1cc2c(=O)n3cccc(C)c3nc2n(Cc2ccco2)c1=NC(=O)c1ccc(C)cc1
-1%	-4%	2%	-7%	43%[activator]	?	-2%	-23%	-26%	COc1ccc(CCN(C)Cc2nc(-c3cnccn3)no2)cc1OC
-12%	6%	nt	-22%	?	-11%[12.7 µM]	nt	?	-21%	CCN(CC(=O)Nc1ccc(NC(C)=O)cc1)C(=O)c1cc2c(s1)CCCC2
62%	-24%	-26%	-9%	9%	4%	-2%	-9%	-18%	COc1cccc2c1O/C(=N\O)C(C(=O)Nc1cccc(Br)c1)C2 (stereo unspecified)
-4%	24%	0%	-7%	2%	49%[59 µM]	-12%	-12%	1%	O=S(=O)(c1ccc(Cl)cc1)N1CCN=C1SCc1ccc(Cl)c(Cl)c1
nt	-19%	33%	1%	55%[activator]	?	-4%	-13%	-18%	CCn1c(=O)c2cc(C(=O)N3CCN(c4cccc(Cl)c4)CC3)sc2c2ccccc21
nt	0%	-2%	-7%[60.1 µM]	7%	-7%[59 µM]	-3%	-25%	-6%	COC(=O)c1ccc(NC(=O)CC2C(=O)N(c3ccccc3)C(=O)N2Cc2cccs2)cc1 (stereo unspecified)
46%	-34%	0%	0%	0%	?	-8%	-16%	-26%	Cc1ccc(Cl)cc1N1CCN(C(=O)c2noc(C(C)C)c2[N+](=O)[O-])CC1
-2%	nt	nt	0%	14%	nt	3%	nt	-30%	CCCN1CCC(=O)N(C(CSc2ccc(Br)cc2)CC(C)C)CC1 (stereo unspecified)
2%	nt	nt	-6%[60.1 µM]	nt	9%[0.501 µM]	-3%	nt	nt	Cc1nc2cnc(N3CCN(C)CC3)nc2n(C)c1=O
45%	-2%	23%	-19%	6%	-22%	-1%	8%	-3%	Cc1cc(NS(=O)(=O)c2ccc(NC(=O)/C=C/c3ccccc3)cc2)no1
nt	-13%	2%	-8%[60.1 µM]	-10%	?	-1%	-4%	-18%	COc1ccc(C(=O)NCC(c2ccco2)S(=O)(=O)c2ccccc2)cc1 (stereo unspecified)
5%	-1%	15%	-4%	48%[activator]	46%[activator]	1%	-13%	-4%	Cc1ccccc1SC1CCN(C(=O)C2CCC(=O)N(C3CC3)C2)CC1 (stereo unspecified)
-2%	2%	17%	11%	11%	nt	1%	-4%	17%	CC1CCN(CCCNC(=O)C2CCC(CNS(=O)(=O)c3ccccc3)CC2)CC1 (stereo unspecified)
-3%&1%	nt	nt	4%&-6%[19.4 µM]	nt	31%[59 µM]	-8%	nt	nt	O=C1CCc2c(ccc3ccccc23)O1
1%	0%	-29%	-5%	12%	-3%[59 µM]	-7%	-4%	3%	Cc1ccc(NC(=O)CCn2cnc3ccccc3c2=O)cc1Cl
20%	-4%	nt	-8%	23%	1%	nt	-15%	-6%	COc1ccccc1C(=O)NC(=O)COC(=O)CNC(=O)c1ccccc1
17%	4%	nt	-4%	8%	12%[0.501 µM]	nt	-14%	-8%	CCCc1cc(C(=O)OCC(=O)N(CCC)c2c(N)n(Cc3ccccc3)c(=O)[nH]c2=O)sc1C

# Bioassay records from PubChem BioAssay.

# These rows are one share of the data (hit frequency here may not be typical).
